Screens from PubChem BioAssay.
Luciferase inh – Photinus pyralis luciferase inhibition | P08659 | purified P. pyralis luciferase, luminescence, biochemical | Potency, µM (series often up to 115 µM), for inactives: at the highest dose activity change, negative = inhibition, usual class: inhibitors | hit rate 2.5% among 76,000 | AID 1347043; also: potency is read from the fitted curve at half-maximal effect; nearly all actives have a fitted effect of over 65% in size
Target sequence (P08659 whole entry, looked up): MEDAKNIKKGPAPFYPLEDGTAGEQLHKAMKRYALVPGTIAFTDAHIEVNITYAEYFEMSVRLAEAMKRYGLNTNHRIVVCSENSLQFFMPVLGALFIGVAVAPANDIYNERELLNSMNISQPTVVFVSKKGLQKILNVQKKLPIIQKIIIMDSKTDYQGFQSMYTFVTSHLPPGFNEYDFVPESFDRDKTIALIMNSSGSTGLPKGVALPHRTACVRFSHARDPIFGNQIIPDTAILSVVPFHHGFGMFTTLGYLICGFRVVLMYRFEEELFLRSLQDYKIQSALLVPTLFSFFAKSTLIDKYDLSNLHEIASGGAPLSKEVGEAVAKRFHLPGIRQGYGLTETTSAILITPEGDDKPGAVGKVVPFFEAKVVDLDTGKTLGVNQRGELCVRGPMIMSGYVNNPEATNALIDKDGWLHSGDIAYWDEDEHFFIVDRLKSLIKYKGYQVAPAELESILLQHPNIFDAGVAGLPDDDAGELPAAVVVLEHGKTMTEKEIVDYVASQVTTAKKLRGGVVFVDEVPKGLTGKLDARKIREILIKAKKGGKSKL
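Cell-free enzyme assay, 10nM P. pyralis luciferase, luciferin and ATP each at 10uM. Inhibition profiled over a 6-point titration, read as luminescence.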
SNCA expr inh – reduces expression of the alpha-synuclein gene; HEK-293 SNCA-luciferase knock-in, luminescence, 24 h; Potency, µM (top dose mostly 57.2 µM), for the others: top-dose activity change, negative = inhibition, usual class: inhibitors; hit rate 0.17% among 140,000;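 also: potency is read from the fitted curve at half-maximal effect; plate controls were DMSO cells for no effect and cell-free wells for full effect; nearly all actives have a fitted effect of over 45% in size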
IP6K1 inhibitor – IP6K1 kinase inhibition | IP6K1 kinase, ADP-Glo luminescence, 2 h; stronger effect = lower value | Q92551 | hit rate 0.81% among 140,000 | activity change, % (series mostly up to about 58 µM) | AID 1645851; in the data active = activity change below about -25%
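ADP-Glo luminescence measures ADP made by human IP6K1 during a 2 h RT reaction with ATP/IP6 (mix at 1.3 mM/130 uM); top library doses 57.5 and 19.1 uM final.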
GPT2 inh – GPT2 alanine aminotransferase inhibition | Potency, µM (doses to about 57.7 µM), inactives show at the top dose activity change, negative = inhibition, usual class: inhibitors | AID 1671188 | Q8TD30 | hit rate 0.25% among 100,000 | Recombinant GPT2, coupled pyruvate oxidase/HRP Amplex Red fluorescence; also: potency is read from the fitted curve at half-maximal effect; nearly all actives have a fitted effect of over 60% in size; many of its hits are not listed in these tables
Target sequence (Q8TD30 whole entry, looked up): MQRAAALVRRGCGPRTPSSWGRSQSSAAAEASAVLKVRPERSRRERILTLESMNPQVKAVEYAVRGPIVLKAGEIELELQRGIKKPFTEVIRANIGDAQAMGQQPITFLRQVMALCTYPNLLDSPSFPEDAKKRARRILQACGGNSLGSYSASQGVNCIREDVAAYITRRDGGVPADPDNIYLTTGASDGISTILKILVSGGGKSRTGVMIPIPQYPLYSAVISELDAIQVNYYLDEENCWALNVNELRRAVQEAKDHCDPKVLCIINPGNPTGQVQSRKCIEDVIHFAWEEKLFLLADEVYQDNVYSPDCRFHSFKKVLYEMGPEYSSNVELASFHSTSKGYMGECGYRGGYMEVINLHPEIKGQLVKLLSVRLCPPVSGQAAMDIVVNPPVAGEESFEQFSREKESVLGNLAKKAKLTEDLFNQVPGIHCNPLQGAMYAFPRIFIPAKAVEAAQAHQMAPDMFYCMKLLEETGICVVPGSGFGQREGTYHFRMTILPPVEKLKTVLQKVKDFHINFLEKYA
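Fluorescence read-out: pyruvate from GPT2 turnover coupled to pyruvate oxidase, HRP and Amplex Red (0.2mM ThPP, 0.2U/mL PO and HRP, 50uM Amplex final). Substrates 250uM a-KG, 2mM L-alanine; enzyme 10ng/uL; 30 min RT.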
SNCA viab count – cell viability loss counter-screen; hit rate 0.12% among 150,000; HEK-293-SNCA-luc viability, GF-AFC fluorescence, 24 h; Potency, µM (top dose mostly 57.1 µM), inactives show at the top dose activity change, negative = cytotoxicity, hits mostly cytotoxic;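 also: potency is read from the fitted curve at half-maximal effect; 0% = DMSO-treated cells and -100% = medium-only wells without cells; nearly all actives have a fitted effect of over 30% in size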
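HEK-293-SNCA-luc cells (1500/well) plated 24 h, then exposed 24 h to a dilution series; GF-AFC added 30 min at 37C, fluorescence 405/540 nm; normalised to medium-only and DMSO wells, Hill fit.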
3T3 cytotox – kills NIH 3T3 cells; NIH 3T3 viability, CellTiter-Glo ATP luminescence, 48-72 h; Potency, µM (doses to about 96.7 µM), without a hit: at the top dose activity change, negative = cytotoxicity, most hits filed as inhibitors; hit rate 4.3% among 94,000; also: potency is read from the fitted curve at half-maximal effect; nearly all actives have a fitted effect of over 55% in size
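Luminescent ATP readout (CellTiter-Glo, 10 min RT) after 48 or 72 hr compound exposure of NIH 3T3 cells seeded at 400 cells/well in 1536-well format; quantitative HTS.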
HEK293 tox – kills HEK 293 cells. HEK 293 viability, ATP luminescence (CellTiter-Glo), 48-72 h. Potency, µM (doses to about 115 µM), inactives show at the highest dose activity change, negative = cytotoxicity, usual class: inhibitors. hit rate 6.6% among 94,000; also: potency is read from the fitted curve at half-maximal effect; nearly all actives have a fitted effect of over 60% in size
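HEK 293 seeded at 250 cells/well receive compound via pintool. After 48 or 72 hr at 37 degree Celsius, 5% CO2 and 95% humidity, CellTiter-Glo is dispensed and luminescence read following 10 min at room temperature.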
An asterisk follows results filed as active; i = inactive; ? = inconclusive; / = not tested or not shown; [ ] = dose if it differs, or a comment. Unless noted, calls follow the shape of the dose curve; as a rule, active = well fitted curve in the direction sought with a large enough effect; inconclusive = small, poorly fitted or top-dose-only effect, or another doubt; inactive = no such curve, though single readings can be large; an effect the other way counts as inactive or inconclusive. Unless noted, % is scaled to controls: 0 for no effect and ±100 for the full control effect. Hits appear at their usual frequency; about 7.7% have a hit in one of these screens.

Value order: Luciferase inh | SNCA expr inh | IP6K1 inhibitor | GPT2 inh | SNCA viab count | 3T3 cytotox | HEK293 tox
CN(CC(=O)N(Cc1ccc(C2CCCCC2)cc1)c1ccc(C(=O)O)c(O)c1)S(=O)(=O)c1c(F)c(F)c(F)c(F)c1F
 : / | 51.1%[activator] | / | 1.6% | -20.2% | / | /
c1coc(-c2ccnc(N[C@H]3CO[C@H]4[C@@H]3OC[C@@H]4NCC3CCCCC3)n2)c1
 : 1.2%[172 µM] | 2.6%[87.6 µM] | 0.5 | 4.4%[88.5 µM] | -8.0%[87.6 µM] | ? | ?
COc1cc(NC(=O)C2=CC(c3ccco3)=NS(=O)(=O)N2C)cc(OC)c1OC
 : / | 18.8% | 24.4 | / | 20.4% | / | /
O=[S+]1([O-])N(c2ccccc2)C[C@@H](O)[C@]12CCN(Cc1ccc(OC(F)F)cc1)C2
 : / | / | -6.7 | / | / | ? | ?
O=C(NCCN1CCOCC1)c1ccc2nc(-c3ccccc3)cn2c1
 : ? | -3.0% | 1.2 | 1.6%[11.5 µM] | 7.9% | -6.5% | -8.2%
Cc1ccc(-n2c3c(c(=O)[nH]c2=O)C(NS(=O)(=O)c2ccc(Cl)cc2)(C(F)(F)F)C(=O)N3)cc1 (configuration not stated)
 : / | -12.4% | -17.0 | / | 4.6% | / | /
Cc1ccccc1C(=O)NC1CCN(c2cc(-c3ccc(F)cc3)[nH]n2)C1 (configuration not stated)
 : 1.5% | -16.8% | 16.9 | ? | 1.8% | -19.9% | ?
CCn1cnnc1-c1nn(C)c2c1CN(C(=O)Cc1ccc(NC(C)=O)cc1)CC2
 : 2.1% | -8.4% | -2.5 | i | -4.4% | -0.8% | i
CN1C(=O)c2cccn2CC1C(=O)N1CCN(c2ccccn2)CC1 (configuration not stated)
 : / | 41.4%[activator] | -5.8 | -5.5% | -12.0% | -0.2% | -1.7%
Cn1c(=O)n([C@H]2CCCN(C(=O)c3cnccn3)C2)c2ncccc21
 : 4.4% | 8.9% | 6.2 | 1.4% | 3.8% | 0.6% | -2.4%
CN(Cc1cccc(C(F)(F)F)c1)[S+](=O)([O-])c1cccc(C(F)(F)F)c1
 : 8.0% | 4.6% | -3.4 | i | 2.4% | ? | ?
CN1[C@@H]2CC[C@H]1CC(OC(c1ccccc1)c1ccccc1)C2 (some centres not stated)
 : / | / | -1.5 | -5.2% | 1.2% | / | /
O=C(O)C[C@@H]1CCN(C(=O)Nc2ccc(F)cc2)C[C@@H]1CCN1CCCCC1
 : -23.1%[172 µM] | 3.1%[87.6 µM] | -10.5 | i | -7.5%[87.6 µM] | -0.3%[138 µM] | -3.0%[172 µM]
CCN(CC)C(=O)CC1COc2ccc(C(=O)NCCOC)cc2N1C (configuration not stated)
 : 0.3% | -10.4% | 13.2 | i | 1.8% | 3.3% | 4.2%
CCc1ccc(NC(=O)c2cc3ccccn3n2)cc1
 : / | 14.5% | -10.1 | / | -10.0% | / | /
COc1ccc(CC(=O)N2CCC(c3n[nH]c(=O)n3-c3ccccc3)CC2)cc1
 : -7.4% | 11.2% | -7.3 | 1.4% | -3.6% | ? | 2.3%
COc1ccccc1CNC(=O)C1(c2ccc(NC(=O)C3CC3)cc2)CCCCC1
 : 6.1% | -21.6% | 2.1 | i | 7.0% | ? | 1.7%
COCCn1cc2c3c(cccc31)CN(C(=O)c1c(F)cccc1Cl)CC2
 : -4.4% | ? | 1.1 | 4.7% | 8.5% | -13.3% | ?
CCn1c(C)c(C2N3CC4(C)CN2CC(C)(C3)C4=O)c2ccccc21 (configuration not stated)
 : / | 12.1% | 19.7 | / | 6.8% | / | /
COc1ccccc1Cn1cc(C(=O)c2ccc(Cl)cc2)c(=O)c2ccccc21
 : / | ? | 21.5 | / | ? | / | /
COc1ccc(CC(=O)NC[C@@H]2C=C(C)[C@H](Cc3nc4ccncc4[nH]3)C[C@H]2C(C)C)cc1
 : 5.0% | 36.2%[activator] | 9.8 | -8.6% | -18.5% | -26.3% | ?
O=C(Nc1cnc(-c2ccc(Cl)cc2)nc1)C1CCC1
 : 0.282µM* | -7.2% | -6.6 | i | -12.4% | -0.8% | 2.0%
O=C(c1cccc(Cl)c1)N1CCN(C2CCN(Cc3ccccn3)C2=O)CC1 (configuration not stated)
 : -2.1% | -5.5% | 14.2 | i | 4.5% | -16.8% | -11.1%
OCC1CN(C2CCC2)CC12CCN(Cc1ccsc1)CC2 (configuration not stated)
 : -4.5% | 6.5% | 6.9 | ? | -2.2% | ? | 89.1µM*
O=C(Cn1cccc1-c1nc(-c2ccc3c(c2)OCO3)no1)NCCc1ccc(Cl)cc1
 : -1.8% | 9.0% | 18.1 | i | -1.7% | i | ?
CCCOC(=O)c1c(NC(=O)c2nc3ncccn3n2)sc(C(=O)OCC)c1C
 : / | -5.6% | 20.9 | / | 9.9% | / | /
CCc1cccc(OCC(=O)Nc2ccc(S(=O)(=O)Nc3cc(C)nc(C)n3)cc2)c1
 : / | 14.5% | 6.6 | / | 2.4% | / | /
Cc1nc(-c2ccccc2OC2CN(C(=O)c3ccoc3)C2)no1
 : 10.0% | 41.6%[activator] | -5.4 | i | 5.3% | -11.3% | 9.4%
C[S+](=O)([O-])c1cccc(NC(=O)Cc2c[nH]c3ncc(-c4cccnc4)cc23)c1
 : 3.8%[172 µM] | -0.8%[87.6 µM] | -10.0 | -8.9%[88.5 µM] | -9.4%[87.6 µM] | 35.5µM* | ?
Cc1noc2c(NCc3cccnc3)cc(-c3ccc(F)cc3)nc12
 : 1.8%[172 µM] | 20.2%[87.6 µM] | -12.2 | -1.1%[88.5 µM] | -17.7%[87.6 µM] | ? | ?

The results go on.
Molecule,Luciferase inh,SNCA expr inh,IP6K1 inhibitor,GPT2 inh,SNCA viab count,3T3 cytotox,HEK293 tox
O=C(c1ccccc1)N1CCCC(C(=O)N2CCCC2c2nc3ccncc3[nH]2)C1 (configuration not stated),/,-8.4%,-9.0,i,-11.7%,-5.8%,-1.7%
CNC(=O)[C@H]1C[C@]2(CCCCN(CCO)C2=O)N(C(=O)Cc2ccc(F)cc2)[C@H]1c1ccco1,/,/,-8.9,/,/,?,?
COC(=O)[C@@H](C)NC(=O)[C@@H]1CN(C(=O)c2cccc(F)c2)CCN1C(=O)NC(C)C,1.6%[172 µM],-13.7%[87.6 µM],7.0,-11.2%[88.5 µM],1.2%[87.6 µM],-1.4%[174 µM],-2.4%[172 µM]
Cc1cccc(C(=O)Nc2cc3c(cc2N2CCOCC2)n(C)c(=O)n3C)c1,/,-3.2%,4.7,/,11.2%,/,/
COc1ccc(Nc2oc(-c3ccc(COc4ccc(OC)cc4)o3)nc2C#N)cc1,/,-21.2%,-16.4,/,-26.7%,/,/
COc1ccc(-c2ccc(C(=O)NC3CC3)c(Cl)c2)nn1,/,/,-14.9,/,/,?,?
Cc1ccc([C@H]2CN(C(=O)c3[nH]nc(N)c3-c3ccccc3)C[C@@H]2N)o1,9.2%,?,-8.0,-4.9%,2.5%,-5.3%,-7.7%
CN(Cc1ccccc1)Cc1cc(CC2(NCc3ccc(CO)o3)COC2)no1,1.2%[172 µM],-6.9%[87.6 µM],8.6,i,-6.6%[87.6 µM],-19.5%[174 µM],-11.7%[172 µM]
O=C(O)Cn1ccc2cc(OCCc3cccc(-c4ccccc4)c3)cnc21,-7.5%[172 µM],0.8%[87.6 µM],-15.0,-5.8%[88.5 µM],5.3%[87.6 µM],-33.5%[138 µM],?
O=C(c1ccc2c(c1)OCCO2)N(Cc1cccnc1)c1nc2ccc(Cl)cc2s1,/,80.5%[activator],7.2,/,-1.2%,/,/

As a short view, part of the list above.
Molecule,Luciferase inh,SNCA expr inh,IP6K1 inhibitor,GPT2 inh,SNCA viab count,3T3 cytotox,HEK293 tox
CN(Cc1ccccc1)Cc1cc(CC2(NCc3ccc(CO)o3)COC2)no1,1.2%[172 µM],-6.9%[87.6 µM],8.6,i,-6.6%[87.6 µM],-19.5%[174 µM],-11.7%[172 µM]
O=C(O)Cn1ccc2cc(OCCc3cccc(-c4ccccc4)c3)cnc21,-7.5%[172 µM],0.8%[87.6 µM],-15.0,-5.8%[88.5 µM],5.3%[87.6 µM],-33.5%[138 µM],?
O=C(c1ccc2c(c1)OCCO2)N(Cc1cccnc1)c1nc2ccc(Cl)cc2s1,/,80.5%[activator],7.2,/,-1.2%,/,/

Further results follow.
Molecule,Luciferase inh,SNCA expr inh,IP6K1 inhibitor,GPT2 inh,SNCA viab count,3T3 cytotox,HEK293 tox
C=Cc1ccc(Cn2nc(-c3ccc(C)cc3)ccc2=O)cc1,/,36.3%[activator],9.4,/,4.5%,/,/
CCO[C@H]1CN(C(=O)c2ccc(-n3ccnc3)cc2)C[C@@H]1O,0.0%,-7.4%,-11.2,4.1%,12.6%,0.4%,0.6%
O=C(NCc1cccc(Cl)c1)c1ccc2nnc(-c3cccc(C(F)(F)F)c3)n2c1,/,?,-3.3,i,?,31.6µM*,?
CN(Cc1cn(C)nc1-c1ccc(C2CCCCC2)cc1)C1CCOC1 (configuration not stated),-17.7%,-15.1%,2.8,-1.7%,-0.6%,-28.3%,?
COc1cccc(-c2[nH]cnc2-c2ccccc2)c1OCCCN(C)C,1.0%,30.3%[activator],-2.8,-5.7%,-4.8%,-14.7%,-11.3%
O=C(NCc1ccccc1Cl)c1nc2sccn2c1-c1cccc(C(F)(F)F)c1,/,-4.8%,-3.0,-11.8%,-8.3%,?,25.1µM*
O=C(O[C@@H]1O[C@H](CO)[C@@H](O)[C@H](O)[C@H]1O)c1c(O)cc(O)cc1/C=C/c1ccccc1,/,/,9.7,i,10.7%[23.9 µM],/,/
Cc1cc(=O)n(CC(=O)Nc2ccc(C)c(C)c2)c(N(C)Cc2ccccc2)n1,-9.9%,-7.5%,30.7,0.3%,-0.9%,?,?
c1ccc(N2CCN(Cc3cc(CC4(NCc5ccncc5)COC4)no3)CC2)cc1,6.6%[172 µM],-28.7%[87.6 µM],0.0,i,-1.8%[87.6 µM],-29.2%[174 µM],-4.9%[172 µM]
Cc1ccccc1N1CCN(S(=O)(=O)C[C@]23CC[C@H](C[C@@H]2NC(=O)[C@@H](N)CCS(C)(=O)=O)C3(C)C)CC1,/,/,1.0,4.3%,3.2%,/,/
C[C@@H](NC(=O)c1ccccn1)c1onc(-c2ccc(F)cc2)c1C(=O)O,-4.0%[172 µM],-24.2%[87.6 µM],9.9,-13.6%[88.5 µM],5.4%[87.6 µM],-3.1%[138 µM],0.0%[172 µM]
